# Luciferase inh = blocks purified firefly luciferase enzyme activity; purified P. pyralis luciferase, luminescence, biochemical; Potency, µM (highest dose often 115 µM), for inactives: at the highest dose activity change, negative = inhibition, hits mostly inhibitors; 76,000 tested, 2.5% active; AID 1347043; note: potency is the fitted concentration of half-maximal effect; nearly all actives have a fitted effect of over 65% in size
#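 Inhibitors were tested against purified firefly luciferase in a biochemical, low-substrate format (both substrates at 10uM) and luminescence measured with a CCD imager.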
# IP6K1 inhibitor = inhibitors of human IP6K1 | Q92551 | IP6K1 kinase, ADP-Glo luminescence, 2 h; hits give low values | activity change, % (series mostly up to about 58 µM) | 140,000 tested, 0.81% active | AID 1645851; in the data active = activity change below about -25%
# Target sequence (Q92551 whole entry, looked up): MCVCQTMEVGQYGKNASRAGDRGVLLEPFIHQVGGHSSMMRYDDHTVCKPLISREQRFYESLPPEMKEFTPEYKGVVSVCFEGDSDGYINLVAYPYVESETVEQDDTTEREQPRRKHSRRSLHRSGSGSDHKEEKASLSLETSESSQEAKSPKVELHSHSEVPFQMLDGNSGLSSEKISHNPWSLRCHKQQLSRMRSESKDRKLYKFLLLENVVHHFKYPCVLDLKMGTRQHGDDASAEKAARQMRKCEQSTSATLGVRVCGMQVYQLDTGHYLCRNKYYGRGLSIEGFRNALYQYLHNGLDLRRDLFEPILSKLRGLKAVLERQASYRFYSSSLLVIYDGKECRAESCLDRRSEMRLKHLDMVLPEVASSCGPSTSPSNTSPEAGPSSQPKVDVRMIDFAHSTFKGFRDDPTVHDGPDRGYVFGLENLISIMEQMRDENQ
#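 ADP-Glo luminescence measures ADP made by human IP6K1 during a 2 h RT reaction with ATP/IP6 (mix at 1.3 mM/130 uM); top library doses 57.5 and 19.1 uM final.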
# HEK cytotox = HEK 293 cell cytotoxicity; 94,000 tested, 6.6% active; HEK 293 viability, ATP luminescence (CellTiter-Glo), 48-72 h; Potency, µM (series often up to 115 µM), for the others: top-dose activity change, negative = cytotoxicity, actives largely listed as inhibitors; note: potency is the fitted concentration of half-maximal effect; nearly all actives have a fitted effect of over 60% in size
#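 Pintool-delivered compounds were incubated with HEK 293 cells (250 cells/well) at 37 degree Celsius for 48 or 72 hr. ATP-dependent luminescence (CellTiter-Glo) then reported remaining viable cells.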
# 3T3 cytotox = cytotoxic compounds in NIH 3T3 cells; NIH 3T3 viability, CellTiter-Glo ATP luminescence, 48-72 h; 94,000 tested, 4.3% active; Potency, µM (highest dose often 96.7 µM), without a hit: at the top dose activity change, negative = cytotoxicity, most hits filed as inhibitors; note: potency is the fitted concentration of half-maximal effect; nearly all actives have a fitted effect of over 55% in size
#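 Cells were seeded at 400 per well, treated with pin-transferred compound, and kept 48 or 72 hr at 37 °C before CellTiter-Glo addition and luminescence imaging of cellular ATP.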
# SNCA viab count = reduces viability of HEK-293 SNCA reporter cells; HEK-293-SNCA-luc viability, GF-AFC fluorescence, 24 h; Potency, µM (highest dose often 57.1 µM), for inactives: at the top dose activity change, negative = cytotoxicity, actives largely listed as cytotoxic; 150,000 tested, 0.12% active; AID 1671193;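 note: potency is the fitted concentration of half-maximal effect; 0% = DMSO-treated cells and -100% = medium-only wells without cells; nearly all actives have a fitted effect of over 30% in size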
#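 Cytotoxicity counterscreen: after 24 h compound treatment of genome-edited SNCA-luciferase HEK-293 cells, live-cell protease substrate GF-AFC read by fluorescence after 30 min; activity scaled between DMSO (0%) and medium-only (-100%), curves Hill-fitted.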
# SNCA expr inhib = reduces expression of the alpha-synuclein gene | 140,000 tested, 0.17% active | HEK-293 SNCA-luciferase knock-in, luminescence, 24 h | Potency, µM (titrated, usually from 57.2 µM), for inactives: at the top dose activity change, negative = inhibition, usual class: inhibitors;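 note: potency is the fitted concentration of half-maximal effect; plate controls were DMSO cells for no effect and cell-free wells for full effect; nearly all actives have a fitted effect of over 45% in size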
# GPT2 inh = inhibitors of human GPT2 alanine aminotransferase. AID 1671188. Potency, µM (top dose mostly 57.7 µM), for inactives: top-dose activity change, negative = inhibition, most hits filed as inhibitors. 100,000 tested, 0.25% active. Recombinant GPT2, coupled pyruvate oxidase/HRP Amplex Red fluorescence. Q8TD30; note: potency is the fitted concentration of half-maximal effect; nearly all actives have a fitted effect of over 60% in size; many of its hits are not listed in these tables
# Target sequence (Q8TD30 whole entry, looked up): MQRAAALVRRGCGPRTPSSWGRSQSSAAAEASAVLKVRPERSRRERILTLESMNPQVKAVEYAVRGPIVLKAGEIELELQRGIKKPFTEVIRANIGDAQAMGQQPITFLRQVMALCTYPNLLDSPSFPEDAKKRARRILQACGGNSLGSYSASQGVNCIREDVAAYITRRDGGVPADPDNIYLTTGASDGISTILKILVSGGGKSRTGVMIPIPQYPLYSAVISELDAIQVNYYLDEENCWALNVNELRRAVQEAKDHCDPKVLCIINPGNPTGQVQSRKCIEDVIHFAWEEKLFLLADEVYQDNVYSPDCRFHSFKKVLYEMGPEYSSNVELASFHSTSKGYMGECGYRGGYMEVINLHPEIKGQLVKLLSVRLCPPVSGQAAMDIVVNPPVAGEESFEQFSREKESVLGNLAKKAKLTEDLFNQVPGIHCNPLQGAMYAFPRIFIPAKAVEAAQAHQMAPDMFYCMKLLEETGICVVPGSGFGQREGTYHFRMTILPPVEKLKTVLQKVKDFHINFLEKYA
#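 Recombinant GPT2 (10ng/uL) with 250uM a-KG and 2mM L-alanine, 30 min at room temperature, in HEPES pH 7.5 buffer. Pyruvate detected by pyruvate oxidase/HRP/Amplex Red fluorescence after 30 min in the dark; AOA (50uM) as positive control.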
# An asterisk follows results filed as active; i = inactive; ? = inconclusive; . = not tested or not shown; [ ] = remark or other dose. Unless noted, calls come from the whole dose curve; as a rule, active = well fitted curve in the direction sought with a large enough effect; inconclusive = small, poorly fitted or top-dose-only effect, or another doubt; inactive = no such curve, though single readings can be large; an effect the other way counts as inactive or inconclusive. Unless noted, % is set by controls: 0 for no effect and ±100 for the full control effect. These rows are one share of the data; rates above refer to the full screens.
item	mol	Luciferase inh	IP6K1 inhibitor	HEK cytotox	3T3 cytotox	SNCA viab count	SNCA expr inhib	GPT2 inh
1	CC(=O)N1CCC2(CC1)CN(C(C)=O)Cc1ccccc1O2	.	13.3	-4.0%	-0.5%	4.6%	4.3%	3.0%
2	CC(C)c1ccc(Nc2c(-c3ccccc3O)nc3cnccn23)cc1	.	-13.0	.	.	-18.6%	?	.
3	O=C(c1nccc2ccccc12)N1CCC(n2cc(-c3nc(C4CC4)no3)nn2)C1 (configuration not stated)	0.0%	14.6	-18.8%	-23.7%	-23.5%	-0.6%	-4.5%
4	COc1ccc(CCNC(=O)c2cnn(-c3cccc(C)c3)c2C2CCNCC2)cc1OC	.	29.9	.	.	2.7%	?	.
5	CC1CCN(c2ccc(CNC(=O)C(C)C3CCOCC3)cc2)CC1 (configuration not stated)	-10.9%	22.1	?	-16.0%	0.7%[12.5 µM]	28.6%	-0.5%
6	CCN(CCCNC(=O)c1cc2c(=O)[nH]c3ccccc3c2s1)c1ccccc1	.	4.3	.	.	6.1%	-1.2%	.
7	CSCC(=O)NCCC[C@H](NC(=O)[C@@H]1[C@@H](NC(=O)NC2CCCCC2)CCN1C(=O)CSC)C(N)=O	-3.8%	3.2	i	i	4.3%	-1.4%	i
8	O=C(CC1=C2CCCCC2NC1=O)Nc1ccccc1F (configuration not stated)	5.5%	33.5	?	-2.3%	-10.7%	9.4%	i
9	Cc1oc2cc3oc(=O)c(CC(=O)NCc4ccccc4)c(C)c3cc2c1C	.	-6.7	.	.	-5.6%	-12.9%	.
10	COC[C@H]1C[C@@H](NS(=O)(=O)CC(C)C)[C@H](O)[C@@H]1O	-7.9%[230 µM]	6.5	-2.2%[230 µM]	2.2%[230 µM]	5.5%[87.6 µM]	0.6%[87.6 µM]	-40.2%[88.5 µM]
11	O=S(=O)(O)c1ccc(O)cc1	.	-3.6	.	.	11.6%[23.9 µM]	-20.4%[25.6 µM]	3.8%
12	CCN(C(=O)c1cc2c(=O)oc3ccc(C)cc3c2s1)c1ccccc1C	.	28.3	.	.	?	-12.1%	.
13	CC(NC(=O)c1ccc2nccn2c1)c1ccccc1-n1cccn1 (configuration not stated)	11.2%	2.9	?	-25.3%	1.2%	-5.4%	-2.3%
14	COCCn1c2c(c(=O)n1-c1ccccc1)CCN(C(=O)Cc1ccc3c(c1)OCO3)C2	0.4%[172 µM]	-0.1	-9.0%[172 µM]	?	1.5%[87.6 µM]	9.9%[87.6 µM]	-12.3%[88.5 µM]
15	CCCC(CCC)C(=O)Nc1cccc(-c2cn3cccnc3n2)c1	.	27.3	.	.	0.7%	-12.7%	.
16	O=C(NCC(F)(F)F)c1cc(C2CC2)nc2onc(C3CCCN3)c12 (configuration not stated)	.	-6.5	-8.0%	-10.0%	-5.5%	4.4%	i
17	CSc1cccc(NC(=O)Cn2c(-c3cnccn3)nc(C)c(C)c2=O)c1	-10.9%	6.2	?	-28.8%	-19.2%	6.0%	i
18	O=C(NCc1ccccc1Cl)c1c2c(nc3ccccc13)C(=O)N(C1CCCCC1)C2	.	-5.4	.	.	-4.7%	0.4%	.
19	CN1CC(C(=O)NCc2ccc(Cl)cc2)NC1=O (configuration not stated)	.	1.3	i	-13.6%[138 µM]	-5.6%[12.5 µM]	-1.7%[87.6 µM]	0.8%[88.5 µM]
20	CC(C)C(=O)N1CCC(Oc2cnc3c(ccn3-c3cncnc3)c2)CC1	-8.6%[172 µM]	-4.9	-18.8%[172 µM]	?	-4.4%[87.6 µM]	51.3%[activator][87.6 µM]	0.6%[88.5 µM]
21	CC1=C[C@@H](CN(C)C)[C@H](C(C)C)C[C@H]1Cc1nc2ncc(Cl)cc2[nH]1	-4.8%[172 µM]	-5.6	79.4µM*	70.8µM*	-14.1%[87.6 µM]	5.9%[87.6 µM]	i
22	COc1cccc(CN2C(=O)OC3(CCN(C(=O)C4CCOCC4)CC3)C2(C)c2cccnc2)c1 (configuration not stated)	-6.7%	-2.6	i	?	5.1%	17.6%	-4.8%
23	COC(=O)[C@H](CC1CCCCC1)NC(=O)[C@@H]1C[C@@H](NC(=O)Nc2cccc(F)c2)CCN1C(=O)CCC(=O)O	3.7%	5.1	2.8%	i	0.6%	12.6%	-24.1%
24	CNC(=O)c1cc(C2CC2)nc2c1c(C1CCCN1C(=O)NC(C)C)nn2C (configuration not stated)	.	8.3	-1.0%	-15.6%	.	.	.
25	COc1ccccc1C(=O)N1CCC(n2cc(-c3nc(-c4ccccc4)no3)nn2)C1 (configuration not stated)	31.6µM*	7.9	28.2µM*	?	-20.9%	-23.7%	2.2%
26	CN1Cc2cccn2CC1CNC(=O)Nc1ccccc1 (configuration not stated)	-19.7%	13.4	-11.0%	-25.4%	7.2%	9.0%	i
27	COc1ccc(C(=O)NCCn2ccn3nc(-c4cc(C)ccc4C)cc3c2=O)c(OC)c1	-11.5%	2.6	39.8µM*	?	-11.3%	-23.3%	i
28	Cc1c(-c2cc(C(=O)N3CCC(=O)N(CC4CC4)C(C(C)C)C3)no2)cnn1C (configuration not stated)	-1.0%	5.7	1.5%	-24.6%	8.8%	-0.5%	4.5%
29	O=C(CCCN1C(=O)COc2ccc(C(=O)COc3cccc(Cl)c3)cc21)NCc1ccccc1	-3.2%	-14.9	?	?	-6.7%	-21.7%	2.3%
30	CCCC(O)CN1CCC(=O)N(Cc2ccccc2)Cc2sccc21 (configuration not stated)	.	14.9	?	?	.	.	.

# Carrying on.
item	mol	Luciferase inh	IP6K1 inhibitor	HEK cytotox	3T3 cytotox	SNCA viab count	SNCA expr inhib	GPT2 inh
31	CCc1ccccc1NC(=O)c1ccc(F)c(S(=O)(=O)N2CCN(c3cccc(Cl)c3)CC2)c1	.	39.2	.	.	0.3%	-14.8%	.
32	Cc1ccnc(NC(c2ccccc2F)c2ccc3cccnc3c2O)c1 (configuration not stated)	.	26.0	.	.	-5.1%	?	.
33	CCCNC(=O)N1CCC2(CC1)C(=O)N(C)c1ccccc12	10.4%	-12.3	-6.7%	i	1.2%	14.3%	i
34	Cc1cccc2c1-c1sc(C(=O)NCc3ccccc3Cl)cc1CO2	.	27.3	.	.	10.1%	?	.
35	Cc1cc(Cl)ccc1NC(=O)CSc1nc2c(c(=O)[nH]1)CCC2	.	-2.2	.	.	13.2%	-3.6%	.
36	Cc1nn(-c2ccccc2)c(-n2cccc2)c1C(=O)N1CCN(c2ccccc2)CC1	.	1.0	.	.	9.2%	4.0%	.
37	CCOc1ccccc1NS(=O)(=O)c1ccc2c(c1)CC(C)N2C(=O)C1CC1 (configuration not stated)	.	-4.7	.	.	3.8%	-12.3%	.
38	O=C(Nc1cnc(-c2ccc(Cl)cc2)nc1)c1ccccc1F	0.794µM*	8.0	-9.2%	2.5%	6.8%	124.4%[activator]	3.1%
39	COc1ccc(C(=O)N2CCCC2c2nc(CCOCC3CC3)no2)cc1 (configuration not stated)	9.3%	6.0	i	i	?	2.7%	i
40	CCCNC(=O)CCc1c(C)nc2nc(-c3cc(OC)cc(OC)c3)nn2c1C	.	18.1	.	.	2.7%	-9.4%	.
41	O=C(Nc1ccccc1)c1cnc2n1CCN(Cc1ccc3[nH]ccc3c1)CC2	-7.0%[172 µM]	-7.2	100µM*	89.1µM*	-8.9%[87.6 µM]	-24.4%[87.6 µM]	i
42	O=C(NC1CCN(CCn2nc3n(c2=O)CCCC3)C1)c1ccccc1F (configuration not stated)	.	-6.4	-4.7%	i	.	.	.
43	O=C(c1cc(Cl)ccc1F)N1CCC(n2cc(-c3nc(C4CC4)no3)nn2)C1 (configuration not stated)	4.3%	7.2	?	-29.0%	-6.3%	3.8%	i
44	COc1cccc(N2C(=O)NC(=NC3CCCCC3)C23CCN(C(=O)OCc2ccccc2)C3)c1 (configuration not stated)	0.0%	3.8	i	-18.1%	?	2.3%	2.4%
45	CCc1cccc(C)c1Nc1c(-c2cccs2)nc2nc(C)cc(C)n12	.	5.0	.	.	-1.0%	-11.0%	.
46	Cc1nc2c(C(=O)N(C)Cc3ccccc3)c[nH]n2c(=O)c1Cc1ccc(Cl)cc1	.	-1.0	.	.	0.7%	-10.8%	.
47	COc1cccc(CN2CCc3c(cc(C(=O)N(C)C)n3C)C2)c1	-23.6%	-13.6	-21.8%	-19.1%	?	58.7%[activator]	4.6%
48	Cc1nn(-c2ccc(F)cc2)c(C)c1[C@@H]1C=C[C@@H](NC(=O)NC(C)C)C1	63.1µM*	-9.4	?	?	-12.2%[87.6 µM]	43.6%[activator][87.6 µM]	4.6%[88.5 µM]
49	COCCCN1CC2(CCN(C(=O)c3ccccc3N(C)C)CC2)CC1=O	-1.6%	-7.5	-2.6%	-1.8%	-3.0%	-13.9%	i[11.5 µM]
50	O=C(CSc1nc(=O)[nH]c2c1CCC2)NCc1ccc(Cl)cc1	.	-1.1	.	.	0.4%	-14.9%	.
51	O[C@@H]1C[C@@H](c2nc(-c3cccnc3)no2)N(Cc2cc3ccccc3o2)C1	-14.6%[172 µM]	3.2	-5.5%[172 µM]	-3.3%[174 µM]	0.1%[87.6 µM]	44.5%[activator][87.6 µM]	i
52	COCCC(=O)N1C[C@@H]2CCCN3CCC[C@@H]([C@H]23)[C@H]1CCCC(=O)Nc1ccccc1	1.6%	-8.8	10.2%	3.7%	2.3%	12.5%	i
53	CCOc1ccc2ncc3c(-c4ccccc4)nn(CC(=O)Nc4cccc(F)c4)c3c2c1	.	4.8	.	.	-9.7%	3.4%	.
54	COCCCn1c(=O)c(C(=O)N2CCN(C(=O)c3cccc(Cl)c3)CC2)nc2cccnc21	.	-6.4	3.8%	-8.7%	-13.1%	20.0%	i
55	COc1ccc(CC(=O)N2CCCC(C(=O)N3CCC(N4CCOCC4=O)CC3)C2)cc1 (configuration not stated)	.	12.1	1.9%	2.2%	-9.0%	5.7%	-1.4%
56	Cc1cc(C(=O)N2CCOCC2)c2c(C3CCCN3)noc2n1 (configuration not stated)	.	-8.6	-4.6%	i	7.7%	-3.5%	i
57	CCc1cccc(NC(=O)c2c(C)oc3ncnc(N4CCCCC4)c23)c1	.	43.9	.	.	?	-9.4%	.
58	COc1cc(NC(=O)CSc2ccc(-c3ccccn3)nn2)cc(OC)c1	.	-10.1	.	.	-9.7%	?	.
59	CCCCOC(=O)/C(C#N)=C\c1ccc(-c2ccc(Cl)cc2)o1	.	-14.6	.	.	12.0%	1.2%	.
60	Cc1ncsc1CCN(C)C(=O)c1cc(=O)[nH]c(=O)[nH]1	8.5%	8.8	-21.1%	i	7.7%	-3.3%	i
61	COc1cccc(CNS(=O)(=O)c2ccc3c(c2)C(C(C)C)C(=O)N3)c1 (configuration not stated)	.	-21.3	.	.	-10.2%	37.2%[activator]	.

# Quoted from the listing:
# IP6K1 inhibitor with COc1ccc(CCNC(=O)c2cnn(-c3cccc(C)c3)c2C2CCNCC2)cc1OC reads 29.9
# SNCA viab count with CC1CCN(c2ccc(CNC(=O)C(C)C3CCOCC3)cc2)CC1 (configuration not stated) reads 0.7%[12.5 µM]

# Screening results: PubChem BioAssay, National Center for Advancing Translational Sciences (NCATS)
